MEKK2 WT-MEK5: raises or lowers MEK5 binding to wildtype human MEKK2 PB1 domain; Q9Y2U5; bead flow cytometry, Alexa488-MEK5 binding to MEKK2 WT; actives lie on both sides; binding response (% of control), % at 10 µM; 290,000 compounds, 1.1% hits; AID 1531; in the data active = binding response below about 67% or above about 130%
PHOSPHO1 block: inhibitors of human PHOSPHO1 phosphatase | AID 1565 | 290,000 compounds, 1.1% hits | Q8TCT1 | recombinant PHOSPHO1, absorbance phosphatase assay | inhibition, % at 13.3 µM; in the data active = inhibition above about 60%
Target sequence (Q8TCT1 whole entry, looked up): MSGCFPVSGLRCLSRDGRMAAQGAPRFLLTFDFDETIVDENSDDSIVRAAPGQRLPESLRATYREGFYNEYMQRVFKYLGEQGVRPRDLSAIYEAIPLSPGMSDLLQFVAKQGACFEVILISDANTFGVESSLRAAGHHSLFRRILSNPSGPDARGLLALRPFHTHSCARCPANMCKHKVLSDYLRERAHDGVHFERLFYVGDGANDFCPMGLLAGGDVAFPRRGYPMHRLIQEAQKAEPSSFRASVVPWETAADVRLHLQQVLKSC
DNA FID counter: counter-screen for HCV NS3 helicase inhibitors: DNA intercalator displacement | inhibition, % at 7.9 µM | 290,000 compounds, 0.17% hits | AID 1845 | DNA fluorescent intercalator displacement, fluorescence; in the data active = inhibition above about 37%;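 also: 0% = vehicle and 100% = reference compound; higher means more ethidium bromide displaced from hairpin DNA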
MEKK3 PB1 HTS: modulators (inhibitors or enhancers) of MEK5 binding to human MEKK3 PB1 domain | bead-based flow cytometry, Alexa488-MEK5 binding to MEKK3; actives lie on both sides; 0 = blocked by unlabeled MEK5, 100 = vehicle | binding response (% of control), % at 10 µM | AID 1529 | 290,000 compounds, 1.4% hits;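 active = binding response more than 3 SD above or below the average of its plate-row segment, actives on both sides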;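 also: Alexa488 bead fluorescence after subtracting the streptavidin-only scavenger bead signal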
OXTR ag: activates the human oxytocin receptor; P30559; CHO-OTR cells, Fluo-8 calcium fluorescence; normalized: DMSO 0%, oxytocin 100%; activation, % at 3 µM; 320,000 compounds, 0.32% hits;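 active = activation above the mean of all tested compounds plus 3 SD, cutoff set per screening run, cut at about 20% in these data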;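 also: peak over basal fluorescence ratio from a 100 s FLIPR kinetic read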
Target sequence (P30559 whole entry, looked up): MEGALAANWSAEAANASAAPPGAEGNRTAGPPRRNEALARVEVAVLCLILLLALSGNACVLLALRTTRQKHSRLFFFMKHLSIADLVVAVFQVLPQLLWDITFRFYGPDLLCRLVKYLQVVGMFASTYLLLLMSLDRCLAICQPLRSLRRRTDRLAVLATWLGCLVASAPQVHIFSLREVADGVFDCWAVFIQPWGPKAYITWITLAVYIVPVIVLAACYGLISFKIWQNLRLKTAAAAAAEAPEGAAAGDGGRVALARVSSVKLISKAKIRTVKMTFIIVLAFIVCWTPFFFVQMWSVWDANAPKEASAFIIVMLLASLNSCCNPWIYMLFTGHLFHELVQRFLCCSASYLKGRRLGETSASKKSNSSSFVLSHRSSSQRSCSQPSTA
M18AAP inhibitor: blocks P. falciparum M18 aspartyl aminopeptidase; 290,000 compounds, 1.2% hits; inhibition, % at 7.35 µM; recombinant PfM18AAP, H-Glu-NHMec fluorogenic cleavage;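 active = inhibition above the campaign mean inhibition over all tested compounds plus 3 SD, cut at about 28% in these data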;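 also: 0% = plate median of test compound wells and 100% = 2 mM ZnCl2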
MEKK2 mut-MEK5: signal of MEK5 binding to mutant human MEKK2 PB1 domain; bead flow cytometry, Alexa488-MEK5 binding to MEKK2 mutant; 290,000 compounds, 0.35% hits; AID 1530; percent response, % at 10 µM; in the data active = percent response above about 24%, passing the limit was not always enough; also: inactives centre near 1; some results filed as inactive read as strong as hits; reference of the scale not given here
NALP1 inh: inhibitors of NALP1 inflammasome in yeast | S. cerevisiae NALP1/ASC/caspase-1 growth, X-gal OD620, 72 h | AID 2071 | 280,000 compounds, 0.61% hits | inhibition, % at 10 µM; in the data active = inhibition mostly above about 24%, no sharp cut-off; inactive = mostly below about 32%; also: some compounds called inactive have numbers as strong as hits
GPR7 antag: blocks human GPR7 receptor signaling; AID 1861; 290,000 compounds, 1.1% hits; inhibition, % at 4.4 µM; P48145; GPR7-expressing cells, fluorescence antagonist assay; in the data active = inhibition above about 16%, passing the limit was not always enough;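 also: cells stimulated with the agonist NPW; 0% = agonist with vehicle and 100% = vehicle without agonist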
Target sequence (P48145 whole entry, looked up): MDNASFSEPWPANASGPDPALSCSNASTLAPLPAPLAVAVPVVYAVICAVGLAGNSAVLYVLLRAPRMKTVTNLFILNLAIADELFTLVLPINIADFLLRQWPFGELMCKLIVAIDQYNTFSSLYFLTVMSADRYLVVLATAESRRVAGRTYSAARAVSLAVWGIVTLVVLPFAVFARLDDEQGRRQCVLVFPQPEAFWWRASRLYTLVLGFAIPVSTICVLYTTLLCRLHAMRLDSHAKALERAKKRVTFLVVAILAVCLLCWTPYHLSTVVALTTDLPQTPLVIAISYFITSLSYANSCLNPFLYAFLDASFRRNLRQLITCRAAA
The depositor's hits bear a star; x = not tested or not shown; [ ] = another dose, or the depositor's remark.

SMILES	MEKK2 WT-MEK5	PHOSPHO1 block	DNA FID counter	MEKK3 PB1 HTS	OXTR ag	M18AAP inhibitor	MEKK2 mut-MEK5	NALP1 inh	GPR7 antag
Cc1cccc(/C=N/NC(=O)NC23CC4CC(CC(C4)C2)C3)n1	111	-8	-29	108	-2.5	0	5	7	12
COc1ccc(C(C(N)=O)c2ncc(C(F)(F)F)cc2Cl)cc1 (stereo not given)	131	-4	-4	150*	-0.4	1	7	-8	-12
CC(=O)c1cccc(Oc2cc(NN3CCCCC3)c([N+](=O)[O-])cc2[N+](=O)[O-])c1	98	-7	-17	101	-2.1	4	-2	16	-15
CC(C)/C=C/C(=O)N1CCC(N2CCC(C(=O)N3CCOCC3)CC2)CC1	110	40	-5	110	-0.5	-11	11	6	-4
COCCNC(=O)CN(Cc1ccc2c(c1)OCO2)C(=O)CCC(=O)Nc1nccs1	102	-21	-5	98	-0.8	1	16	32	-1
Cc1cc(C)cc(NC(=O)CN2CCCN(S(=O)(=O)c3ccc(Br)s3)CC2)c1	103	15	-1	99	0.9	-1	4	8	5
O=C(Nc1cccc(C(=O)N2CCOCC2)c1)NC1CCCCC1	97	12	-2	96	-0.8	11	-6	-3	-3
CCOC(=O)C1=C(C)N(CC)C(=S)NC1c1ccccc1OC(F)F (stereo not given)	103	25	-16	102	-2.6	-3	3	-14	-13
CC(=O)c1ccc(NC(=O)CN2CCN(c3ncccn3)CC2)cc1	104	21	-9	107	-0.1	9	-1	-3	-2
COc1ccc(CCNC(=O)c2ccc(N3CCCC3=O)cc2)cc1	102	0	-13	100	0.9	3	5	10	3

Next section; the last three above are carried over.
SMILES	MEKK2 WT-MEK5	PHOSPHO1 block	DNA FID counter	MEKK3 PB1 HTS	OXTR ag	M18AAP inhibitor	MEKK2 mut-MEK5	NALP1 inh	GPR7 antag
CCOC(=O)C1=C(C)N(CC)C(=S)NC1c1ccccc1OC(F)F (stereo not given)	103	25	-16	102	-2.6	-3	3	-14	-13
CC(=O)c1ccc(NC(=O)CN2CCN(c3ncccn3)CC2)cc1	104	21	-9	107	-0.1	9	-1	-3	-2
COc1ccc(CCNC(=O)c2ccc(N3CCCC3=O)cc2)cc1	102	0	-13	100	0.9	3	5	10	3
CN(Cc1ccccc1)Cc1c(O)ccc2ccccc12	118	30	1	112	0.8	3	13	-7	-14
COCCOC(=O)C1=C(C)NC(=O)NC1c1c(Cl)nc2ccccn2c1=O (stereo not given)	97	0	4	105	1.8	5	13	21	-13
CCN(CC(=O)NC1CCS(=O)(=O)C1)S(=O)(=O)c1ccc(F)cc1 (stereo not given)	110	-35	-4	110	-0.9	4	-1	24	-1
OC(c1ccccc1)c1nccc2ccccc12 (stereo not given)	83	8	-7	91	0.2	-6	-14	3	-4
O=C(N/N=C/c1ccc(O)cc1)NC12CC3CC(CC(C3)C1)C2	97	24	-14	99	2.9	2	-3	12	-1
O=C(CCCO)N/N=C/c1ccccc1[N+](=O)[O-]	93	0	-2	91	-0.5	0	-2	18	-3
CCOC(=O)C(NC(=O)CC)(Nc1sc(C)c(CC)c1C#N)C(F)(F)F (stereo not given)	102	2	-26	104	-0.4	5	-1	15	-7
COc1cc2c(cc1NC(=O)COC(=O)C(CCSC)NC(=O)c1ccccc1Cl)oc1ccccc12 (stereo not given)	96	3	-6	94	-0.8	-1	-2	34	-4
CC(C)c1ccccc1NC(=O)c1cnccn1	94	-20	-5	93	-1.1	2	0	0	-17
Fc1cccc2ncnc(OCc3ccccc3)c12	105	5	0	105	0.1	-2	2	11	-14
COc1ccc(/C(C)=N/N2C(C)CCCC2C)c(OC)c1 (stereo not given)	104	24	-13	105	3.0	0	1	-2	-2
COC(=O)c1sccc1NC(=O)Nc1ccccc1F	106	63*	1	86	-2.2	-4	3	-27	-17
COc1ccc(Cl)cc1NC(=O)C1(c2cccs2)CCOCC1	110	-2	-13	113	-2.6	-1	6	9	-2
Cc1ccc(S(=O)(=O)Nc2ccccn2)cc1[N+](=O)[O-]	101	16	0	108	1.3	-4	2	15	-16
Cc1cc(C)n(C(=O)CNC(=O)Cc2ccccc2)n1	96	-4	3	91	-0.3	-1	-5	1	6
COc1cc2c(cc1OC)-c1cc(Nc3ccc(N(C)C)cc3)nc(=O)n1CC2	101	-23	-16	104	-0.7	2	1	0	-31
COc1ccc(CN(C(=O)c2snc(C(N)=O)c2N)C(C(=O)NC(C)(C)C)c2ccco2)cc1 (stereo not given)	101	15	-26	101	-1.4	0	6	10	8
COc1ccc(CCNC(=O)c2ccc3c(c2)N(Cc2ccc(C)cc2)CCS3)cc1OC	95	12	-45	101	-1.6	-5	-2	17	23
CCOc1cc([C@H]2[C@@H]3CCCC[C@]3(O)CCN2CC(=O)NCc2ccco2)ccc1O	92	11	1	90	-0.3	0	-7	0	-7
CC(C(=O)NCc1ccccc1Cl)n1cc([N+](=O)[O-])cn1 (stereo not given)	108	x	0	109	-2.2	-3	1	-2	-7

Quoted from the entries so far (2 entries):
SMILES	MEKK2 WT-MEK5	PHOSPHO1 block	DNA FID counter	MEKK3 PB1 HTS	OXTR ag	M18AAP inhibitor	MEKK2 mut-MEK5	NALP1 inh	GPR7 antag
CN(Cc1ccccc1)Cc1c(O)ccc2ccccc12	118	30	1	112	0.8	3	13	-7	-14
COCCOC(=O)C1=C(C)NC(=O)NC1c1c(Cl)nc2ccccn2c1=O (stereo not given)	97	0	4	105	1.8	5	13	21	-13

Other compounds
SMILES	MEKK2 WT-MEK5	PHOSPHO1 block	DNA FID counter	MEKK3 PB1 HTS	OXTR ag	M18AAP inhibitor	MEKK2 mut-MEK5	NALP1 inh	GPR7 antag
CC1CCCCN1C(=O)C(=O)c1cn(CC(=O)N2CCCC2)c2ccccc12 (stereo not given)	-3.0*[inhibitor]	47	-26	1.0*[inhibitor]	-0.7	-1	-15	7	6
O=C(Nc1ccccc1Cl)c1csc(-c2cccnc2)n1	95	48	-17	97	-1.8	-3	-4	x	-6
O=C(Nc1ccc(F)cc1)c1cccc2ccccc12	101	19	-1	104	-1.3	7	1	2	10
CCCCn1c(NC(=O)C2CCCCC2)nc2ccccc21	102	-24	-13	100	-2.7	-13	4	-6	-5
COc1cccc(N2CCN(C3CCCC(C)C3)CC2)c1 (stereo not given)	105	-21	1	100	-1.6	-1	6	48	-7
C=C1CCN([C@@H](C)C(=O)NCc2cc(OC)c(OC)c(OC)c2)S(=O)(=O)c2ccccc21	112	31	x	105	0.8	x	5	2	x
CC(C)Cc1ccc(C(C)C(=O)Nc2nccs2)cc1 (stereo not given)	94	23	-13	98	32*	-11	-1	14	63*
O=C(COC(=O)c1ccc(O)cc1O)c1ccc2c(c1)OCO2	101	36	3	100	3.2	2	7	17	-11
CCN(CC)CCN(C(=O)Cn1nnc(-c2ccc(C)o2)n1)C(C(=O)NC1CCCC1)c1ccc(F)cc1 (stereo not given)	109	10	13	104	x	1	1	8	4
O=C(O)CC(CC(=O)Nc1ccc(-n2ccc(C(F)(F)F)n2)cc1)c1ccccc1 (stereo not given)	95	43	-41	98	-0.3	-9	-4	x	-2
COC(=O)c1ccccc1NS(=O)(=O)c1ccc(NC(C)=O)cc1	81	32	-3	95	4.6	-6	-13	-4	0
CCN(CC)CCNC1=NCCn2c1cc1cc(OC)ccc12	112	4	23	96	-0.7	-4	4	-3	3
COc1ccc(CNC(=O)COC(=O)CCC2CCCCC2)cc1	111	-16	-14	101	-0.7	-6	4	16	-1
CC(/C=C/c1ccco1)=N\NC(=O)c1cc(Cl)ccc1O	110	20	-5	102	5.2	3	0	-6	-9
COc1ccc(OCCOCCOc2ccc(C)cc2[N+](=O)[O-])cc1	98	-5	-9	103	-2.0	-2	0	27	-3
O=C(O)CCC(=O)NNC(=O)COc1cccc(Cl)c1	108	14	2	104	0.2	12	10	3	-25
Cn1c(NC(=O)C[n+]2cc(-c3ccc(Cl)cc3)n3c2CCC3)cc(=O)n(C)c1=O	94	-30	5	95	0.8	0	-1	3	-5
N/N=C(\c1ccccc1)C12CN3CN(CN(C3)C1)C2	96	2	-4	95	-0.1	1	-3	28	-4
CCCCOc1ccc(CNn2c(C)nc3ccccc3c2=O)cc1	107	52	-8	112	-0.1	-3	2	6	-6
Cc1ccc(S(=O)(=O)C(NC(=O)c2ccccc2)=C(Cl)Cl)cc1	99	x	-6	101	-1.9	5	1	x	-12
O=C(c1ccccc1)N1CCN(Cc2ccc3c(c2)OCO3)CC1	109	39	-11	108	0.3	-14	6	16	7
Cc1c(NC(=O)c2ccco2)c(=O)n(-c2ccccc2)n1C	113	29	-4	108	1.0	5	14	-2	-11
COc1ccc(S(=O)(=O)N(C)CC(=O)Nc2ccc3c(c2)OCO3)cc1	112	45	-4	103	0.4	11	12	22	6
CCCCn1c(NC(C)=O)c(C#N)c2nc3ccccc3nc21	95	-2	-9	100	0.1	11	-4	-7	6
CC12CCC(C/C1=N/O)C2(C)CBr (stereo not given)	104	12	0	101	0.0	0	-1	-11	-3
CCN(CC)CCCN1C(=O)c2oc3ccccc3c(=O)c2C1c1cc(OC)ccc1OC (stereo not given)	96	-4	-7	97	-0.7	1	0	1	-9
CCSc1nnc(-c2c[nH]c3ccccc23)o1	101	9	-4	102	-0.3	-2	6	37*	1
O=C(CSc1nc(O)c(C(c2ccccc2)c2ccccc2)c(=O)[nH]1)N1CCOCC1	98	-16	-8	102	0.6	-11	0	6	-3
COc1cc(C(=O)NC2=C(C#N)CCC2)cc(OC)c1OC	100	25	-5	102	-0.3	-3	-2	3	-5
O=C(c1ccc(COc2ccccc2Br)cc1)N1CCCCCC1	98	12	-25	100	-1.5	2	-3	15	4
CCCN(CCC)CCNC(=O)CCC(=O)Nc1ccc2nc(N3CCOCC3)cc(C)c2c1	106	-5	3	101	-1.7	7	7	22	10
O=C(O)CCCNc1cc(N2CCC3(CC2)OCCO3)c2noc3c2c1C(=O)c1ccccc1-3	x	-16	-27	x	-0.6	5	x	2	-10
Cc1ccc(-c2nnc(CSc3nnc(C)s3)o2)cc1	104	-42	-12	102	0.2	-1	0	26	11
COc1ccc(Cl)cc1N(CC(=O)NCCSCc1ccccc1)S(C)(=O)=O	106	14	-28	101	1.1	-10	5	9	-1
COc1ccc(NC(=O)CSc2nc3ccccc3cc2Cc2ccccc2)cc1	83	-14	4	84	0.0	-7	-12	22	16
O=C1CC(c2cccc([N+](=O)[O-])c2)c2ccc3ccccc3c2N1 (stereo not given)	97	6	-14	104	0.5	-3	0	1	13
CCOC(=O)Cc1csc(N/N=C/c2ccc(C(F)(F)F)cc2)n1	x	0	-2	x	-0.1	0	x	1	-8
CCCC(=O)Nc1ccc(NC(=O)c2cccc(OC)c2)nc1	103	14	-5	103	-0.8	5	4	-2	-10
O=C(c1cccc(C(=O)N2CCN(c3ccc(F)cc3)CC2)c1)N1CCN(c2ccc(F)cc2)CC1	89	-36	-41	85	11	-8	-3	39	9
O=C(NCc1ccc2c(c1)OCO2)NC12CC3CC(CC(C3)C1)C2	102	26	-10	99	-2.0	-2	-2	4	-6
FC(F)(F)c1cnc(Sc2ncn[nH]2)c(Cl)c1	96	24	1	98	0.2	92*	-3	-9	9
COc1ccc(C(=O)NCC(=O)N2CCN(c3ccc(Cl)cc3)CC2)cc1	106	33	-24	104	2.2	-5	2	18	-10
CC1CCc2c(sc(/N=C/N(C)C)c2C#N)C1 (stereo not given)	98	-16	-15	98	-2.2	1	-1	19	-8
CN(C)CC(C)(C)CNS(=O)(=O)c1cccc(Cl)c1Cl	104	75*	5	100	0.1	7	0	5	17
CCNC(=S)N(CCc1ccc(S(N)(=O)=O)cc1)C1CC(=O)N(c2ccccc2)C1=O (stereo not given)	94	45	5	99	1.6	-2	-6	-11	16

Rows were taken by chance; 6.2% or so of the library scored in one or more.
